Screening data (PubChem)
HCMV antiviral: inhibitors of human cytomegalovirus; activity change, negative = inhibition, % at 57.5 µM; AID 1259415; HFF cells, HCMV-luciferase reporter, 72 h; hits give low values; actives 4.5% (n = 410,000); in the data active means activity change below about -60%; inconclusive means no clear call, values can overlap the other calls; inactive means above about -39%; further: on the % scale 0 is the no-effect control and ±100 the full control effect
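Two compound doses tested in HFFs infected with HCMV-luciferase, MOI 1 PFU/cell, 72 h at 37C. Lysate luminescence read with OneGlo; data normalized against buffer-only and 10uM Salinomycin inhibitor controls.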
Shiga toxin inh: Shiga toxin inhibition; Vero cells, Shiga toxin protein synthesis inhibition reporter; inhibition, % at 38.7 µM; actives 9.2% (n = 290,000); AID 2315; in the data active means inhibition mostly above about 28%, no sharp cut-off; inactive means mostly below about 43%; further: 0% is about no effect
AMA1 RON2 block: inhibitors of Plasmodium falciparum AMA1-RON2 interaction; AlphaScreen AMA1-biotinylated RON2 peptide binding; Potency, µM (titrated, usually from 58.2 µM), for inactives: at the highest dose activity change, negative = inhibition, actives largely listed as inhibitors; AID 720542; actives 0.2% (n = 360,000);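 further: potency means the concentration at half of the fitted maximal effect; 0% = vehicle wells and -100% = peptide control; nearly all actives have a fitted effect of over 45% in size; some results filed as inactive show a strong effect at the top dose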
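AMA1 (3D7) with his tag at 25 nM final met compounds first, then biotinylated RON2 peptide at 25 nM; detection used donor plus acceptor beads, 10 µg/mL apiece, read by AlphaScreen after 30 min at room temperature.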
FBPA Giardia inh: inhibitors of Giardia lamblia fructose-1,6-bisphosphate aldolase; purified Giardia FBPA; Potency, µM (titrated, usually from 59.6 µM), without a hit: at the highest dose activity, negative = inhibition, usual class: inhibitors; actives 0.71% (n = 290,000); AID 2451; A8B2U2; further: potency means the concentration at half of the fitted maximal effect; on the % scale 0 is the no-effect control and ±100 the full control effect; nearly all actives have a fitted effect of over 55% in size
Target sequence (A8B2U2 whole entry, looked up): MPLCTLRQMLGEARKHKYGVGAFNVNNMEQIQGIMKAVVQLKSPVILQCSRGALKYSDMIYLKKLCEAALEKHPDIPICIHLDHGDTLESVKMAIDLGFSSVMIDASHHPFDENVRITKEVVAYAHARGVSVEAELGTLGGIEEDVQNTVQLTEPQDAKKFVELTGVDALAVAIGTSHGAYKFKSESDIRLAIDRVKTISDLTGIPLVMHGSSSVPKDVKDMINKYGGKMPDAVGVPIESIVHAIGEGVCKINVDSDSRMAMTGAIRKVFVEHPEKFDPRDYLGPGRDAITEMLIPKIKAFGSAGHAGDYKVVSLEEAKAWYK
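40 nM FBPA preincubated 10 min at RT with compound (up to 57.5 uM final), then substrate plus GAPDH/TPI/NAD/arsenate coupling and diaphorase/resazurin added. Fluorescence read after 20 min at RT, 525/598 nm.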
Cycloheximide cs: affects cycloheximide protein synthesis inhibition readout, counter-screen; actives 12% (n = 300,000); max response, %; cell reporter, cycloheximide protein synthesis inhibition counterscreen; AID 2314; in the data active means max response mostly above about 13%, no sharp cut-off; inactive means mostly below about 14%; further: read at 38.3 µM for the half of the compounds with a filed dose; 0% is about no effect
AmpC inh detg: blocks E. coli AmpC beta-lactamase in detergent assay; AmpC hydrolysis of nitrocefin, absorbance 480 nm, 0.01% Triton; Potency, µM (top dose mostly 114 µM), inactives show at the highest dose activity change, negative = inhibition, most hits filed as inhibitors; actives 0.041% (n = 370,000); AID 485294;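 further: potency means the concentration at half of the fitted maximal effect; 0% = no-compound wells and -100% = no-enzyme wells; nearly all actives have a fitted effect of over 25% in size; some results filed as inactive show a strong effect at the top dose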
Target sequence (P00811 whole entry, looked up): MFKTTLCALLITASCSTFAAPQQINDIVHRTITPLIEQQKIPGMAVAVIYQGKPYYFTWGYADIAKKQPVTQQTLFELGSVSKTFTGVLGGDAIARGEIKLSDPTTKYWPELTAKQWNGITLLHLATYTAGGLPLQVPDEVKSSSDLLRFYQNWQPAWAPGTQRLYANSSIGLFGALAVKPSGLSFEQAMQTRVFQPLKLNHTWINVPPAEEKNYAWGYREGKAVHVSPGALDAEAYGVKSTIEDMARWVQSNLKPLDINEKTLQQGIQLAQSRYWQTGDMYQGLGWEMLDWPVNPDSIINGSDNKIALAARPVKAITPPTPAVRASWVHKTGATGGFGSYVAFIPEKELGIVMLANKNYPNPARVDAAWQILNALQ
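AmpC (5.3 nM in the dispensed reagent) in 20 mM phosphate pH 7.0 with 0.01% (detergent screen) or 0.0001% Triton X-100 was preincubated with compounds for 15 min at room temperature. Nitrocefin was then added from an 800 uM solution, and hydrolysis was followed at 480 nm.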
AmpC inh no detg: AmpC beta-lactamase inhibition without detergent. AmpC nitrocefin hydrolysis, absorbance 480 nm, 0.0001% Triton. actives 0.52% (n = 330,000). Potency, µM (highest dose often 57.1 µM), without a hit: at the highest dose activity change, negative = inhibition, actives largely listed as inhibitors;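 further: potency means the concentration at half of the fitted maximal effect; plate controls were no compound for no effect and no enzyme for full effect; nearly all actives have a fitted effect of over 20% in size; some results filed as inactive show a strong effect at the top dose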
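AmpC (5.3 nM in the dispensed reagent) in 20 mM phosphate pH 7.0 with 0.01% (detergent screen) or 0.0001% Triton X-100 was preincubated with compounds for 15 min at room temperature. Nitrocefin was then added from an 800 uM solution, and hydrolysis was followed at 480 nm.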
* = called active by the depositor; u = inconclusive; x = no result given; [ ] = another dose, or the depositor's remark. Unless noted, the call rests on the fitted dose curve; in most records, active means well fitted curve in the direction sought with a large enough effect; inconclusive means small, poorly fitted or top-dose-only effect, or another doubt; inactive means no such curve, though single readings can be large; an effect the other way counts as inactive or inconclusive.

Every second line gives: HCMV antiviral, Shiga toxin inh, AMA1 RON2 block, FBPA Giardia inh, Cycloheximide cs, AmpC inh detg, AmpC inh no detg
> O=C(NC(=S)Nc1ccc(Br)cn1)c1cccs1
  32, 105*, 69%[activator], u, 69*, 7%, -15%
> COC(=O)Cc1ccc(NC(=S)NNC(=O)c2ccccc2Br)cc1
  u, 1, 24%[2.32 µM], 27%, 14, -10%, -18%
> Cc1cc(NC(=O)CSc2nc3c(cnn3-c3cccc(Cl)c3)c(=O)[nH]2)no1
  21, x, 19%, x, x, x, -26%
> COc1ccc(-c2oc3ncnc(NCCN4CCOCC4)c3c2-c2ccc(OC)cc2)cc1
  x, -23, 2%, 2%, -1, -9%, 1%
> CC(=O)c1cccc(OCc2cc(C(=O)N3C[C@@H](C)O[C@@H](C)C3)no2)c1
  96, 75*, 1%, -6%, 41*, -7%, 3%
> COC(=O)[C@]1(C)N[C@H](CN(C)C(=O)c2ccc(C)cc2)[C@@H]2C(=O)N(C)C(=O)[C@@H]21
  -22, x, 0%, x, x, x, -14%
> CCCCCC(=O)N1CCCC1
  33, -11, 6%, 1%, -4, -11%, -17%
> O=C(CCc1ccccc1)Nc1nnc(-c2ccc3c(c2)OCCO3)o1
  2, 47, 83%[activator], -2%, 18, 7%, -30%
> COc1cccc(CC(NC(C)=O)C(=O)NC2CCN(C(=O)Nc3ccc(C)cc3)CC2)c1 (stereo not drawn)
  -13, 15, 0%, 2%, -3, -9%, 19%
> O=C(Nc1ccc(F)cc1)C1=CC(=O)N2CCN=C2S1
  x, -20, x, -9%, 7, 0%, -38%
> CCN(c1ccccc1)S(=O)(=O)c1ccc(C(=O)NCC(c2cccs2)N(C)C)cc1 (stereo not drawn)
  -14, -11, -7%, 2%, 1, 1%, 72%[activator]
> CN1CCN(c2ccc(S(=O)(=O)N3CCCCC3)cc2NC(=O)c2cccc([N+](=O)[O-])c2)CC1
  -21, -9, -18%, 3%, -2, -1%, 106%[activator]
> O=C(COC(=O)Cc1ccccc1F)Nc1ccccc1[N+](=O)[O-]
  0, x, -28%, x, x, 0%, -5%
> COc1ccccc1N1CCN(S(=O)(=O)CCNC(=O)c2cc(OC)c(OC)c(OC)c2)CC1
  -17, -4, -2%, 21%, -5, -12%, 80%[activator]
> O=C(C[C@H]1C(=O)N(c2ccc(F)c(F)c2)C[C@@H]1Cc1ccccc1)Nc1ccccc1
  -93*, -3, -7%, 6%, 2, -14%, -12%

Next compounds.
Every second line gives: HCMV antiviral, Shiga toxin inh, AMA1 RON2 block, FBPA Giardia inh, Cycloheximide cs, AmpC inh detg, AmpC inh no detg
> CC(=O)Nc1ccc2nc(NC(=O)c3ccc([N+](=O)[O-])o3)sc2c1
  -102*, 8, -2%, 2%, 10, u, -18%
> O=C(/C=C/c1ccc(F)cc1)N1CCCc2ccccc21
  -17, 43*, -3%, 3%, 38, -2%, 0%
> Cc1ccc(S(=O)(=O)N2CCOCC2)cc1NC(=O)CSc1ccc(Cl)cc1
  -14, x, 6%, x, x, -5%, -11%
> CC(C)(C)C(=O)Nc1ccnn1C1CCN(C(=O)c2cccc(Cl)c2)CC1
  27, -10, 0%, x, 0, -1%, -4%
> COc1cccc(OC)c1NC(=O)C1CCCN1C(=O)NCc1ccccc1 (stereo not drawn)
  -23, 8, 3%, 0%, -4, 7%, -14%
> CCCCn1c(N)c(N(CC(C)C)C(=O)COC(=O)Cc2cccc(OC)c2)c(=O)[nH]c1=O
  -22, x, 14%, x, x, 0%, -7%
> CCN1CCN(C(=O)CN(c2ccc(F)c(Cl)c2)S(C)(=O)=O)CC1
  -30, -5, 2%, 8%, 1, u, -11%
> Nn1c(SCC(=O)Nc2ccc3c(c2)OCO3)nncc1=O
  -34, 10, 43%[activator], -10%, 8, 3%, -10%
> CC(C)Oc1cccc(C(=O)C2CCCN(C3CCOCC3)C2)c1 (stereo not drawn)
  57, 31, -25%, 0%, -6, -1%, 5%
> CNC1=CC(=O)CC(c2ccccc2)C1 (stereo not drawn)
  76, -25, 0%, 0%, -2, u, -17%
> O=C(Nc1c[nH]c(=O)[nH]c1=O)c1ccccc1Br
  -3, -5, 5%, -5%, -2, 1%, 3%
> CCOC(=O)Cn1cnc2c(cnn2-c2ccc(OC)cc2)c1=O
  47, 60*, 2%, 5%, 29*, 1%, -2%
> COc1nccnc1NS(=O)(=O)c1ccc(NC(=S)NC(=O)c2ccc(F)cc2)cc1
  17, 11, -10%, -18%, -3, 5%, -27%
> CC1CCC(=C(C#N)C(=O)Nc2cccc(Cl)c2)CC1 (stereo not drawn)
  -23, 19, -1%, x, 24*, -19%, -23%
> Cc1ccc(-c2nc(NC(=O)c3ccc(S(=O)(=O)N(CCC#N)CCC#N)cc3)sc2-c2ccccc2)cc1
  11, -6, -6%, 2%, 9, -5%, -29%

Twelve entries from above, sorted by molar mass, falling.
Every second line gives: HCMV antiviral, Shiga toxin inh, AMA1 RON2 block, FBPA Giardia inh, Cycloheximide cs, AmpC inh detg, AmpC inh no detg
> Cc1ccc(-c2nc(NC(=O)c3ccc(S(=O)(=O)N(CCC#N)CCC#N)cc3)sc2-c2ccccc2)cc1
  11, -6, -6%, 2%, 9, -5%, -29%
> COc1nccnc1NS(=O)(=O)c1ccc(NC(=S)NC(=O)c2ccc(F)cc2)cc1
  17, 11, -10%, -18%, -3, 5%, -27%
> CCCCn1c(N)c(N(CC(C)C)C(=O)COC(=O)Cc2cccc(OC)c2)c(=O)[nH]c1=O
  -22, x, 14%, x, x, 0%, -7%
> Cc1ccc(S(=O)(=O)N2CCOCC2)cc1NC(=O)CSc1ccc(Cl)cc1
  -14, x, 6%, x, x, -5%, -11%
> CC(C)(C)C(=O)Nc1ccnn1C1CCN(C(=O)c2cccc(Cl)c2)CC1
  27, -10, 0%, x, 0, -1%, -4%
> COc1cccc(OC)c1NC(=O)C1CCCN1C(=O)NCc1ccccc1 (stereo not drawn)
  -23, 8, 3%, 0%, -4, 7%, -14%
> CCN1CCN(C(=O)CN(c2ccc(F)c(Cl)c2)S(C)(=O)=O)CC1
  -30, -5, 2%, 8%, 1, u, -11%
> CC(=O)Nc1ccc2nc(NC(=O)c3ccc([N+](=O)[O-])o3)sc2c1
  -102*, 8, -2%, 2%, 10, u, -18%
> CC(C)Oc1cccc(C(=O)C2CCCN(C3CCOCC3)C2)c1 (stereo not drawn)
  57, 31, -25%, 0%, -6, -1%, 5%
> CCOC(=O)Cn1cnc2c(cnn2-c2ccc(OC)cc2)c1=O
  47, 60*, 2%, 5%, 29*, 1%, -2%
> Nn1c(SCC(=O)Nc2ccc3c(c2)OCO3)nncc1=O
  -34, 10, 43%[activator], -10%, 8, 3%, -10%
> O=C(Nc1c[nH]c(=O)[nH]c1=O)c1ccccc1Br
  -3, -5, 5%, -5%, -2, 1%, 3%

The list continues:
Every second line gives: HCMV antiviral, Shiga toxin inh, AMA1 RON2 block, FBPA Giardia inh, Cycloheximide cs, AmpC inh detg, AmpC inh no detg
> C=CCNS(=O)(=O)CC12CCC(CC1=O)C2(C)C (stereo not drawn)
  -1, -12, 5%, 0%, -3, -10%, 60%
> Cc1ccc(-c2nnn(CC(=O)N(c3cccc(F)c3)C(C(=O)NC(C)(C)C)c3ccco3)n2)o1 (stereo not drawn)
  -2, -6, -13%, 3%, -1, 0%, 87%[activator]
> CCCn1c(C2CCCN2c2nc(-c3cccc(Br)c3)cs2)nc2cc(Cl)c(Cl)cc21 (stereo not drawn)
  -6, -12, 99%[activator], u, 1, -14%, -12%
> CN1CCN(c2ccc(Cl)cc2NC(=O)C2COc3ccccc3O2)CC1 (stereo not drawn)
  87, 9, -8%, 2%, 0, -2%, 93%[activator]
> Cc1cccc(NC(=O)CSCC(=O)Nc2cc(S(=O)(=O)N3CCOCC3)ccc2OC(C)C)c1
  -38, x, 7%, x, x, -19%, 14%
> O=C(CSc1ccc(-c2ccccn2)nn1)N1CCCc2ccccc21
  -11, 1, -24%, 6%, 1, 6%, -2%
> Cc1ccc(S(=O)(=O)NNC(=O)c2cccnc2)cc1
  -25, -9, 7%, -7%, -1, -8%, -13%
> Cc1ccsc1C1Nc2ccc3ncccc3c2C2=C1C(=O)CCC2 (stereo not drawn)
  2, 15, 10%, -23%, -1, -6%, -34%
> COCCOC(=O)c1c(C)n(C)c2ccc(OC(=O)N(C)C)cc12
  39, -16, 5%, 0%, 4, 0%, 26%
> O=C(COC(=O)CSc1ccc(F)cc1)NCCCc1ccccc1
  -11, x, 4%, x, x, -7%, 19%
> Cc1ccc(NCc2nnc(SCC(=O)N3CCCc4ccccc43)o2)c(C)c1
  10, -7, -13%, 3%, 0, -13%, 7%
> Cc1c(NC(=O)CN2C(=O)C(=O)c3ccccc32)c(=O)n(-c2ccccc2)n1C
  -36, -13, 3%, -22%, -3, -4%, -2%
> O=c1[nH]c2cc3c(cc2cc1CN(CC1CCCO1)S(=O)(=O)c1ccccc1)OCCO3 (stereo not drawn)
  -17, -16, 0%, -8%, 2, u, -10%
> C=CCn1c(SCC(=O)Nc2ccc(N3CCOCC3)cc2)nnc1-c1ccncc1
  -11, 20, 0%, 1%, -6, 4%, 3%
> O=C(NCC(=O)N1CCCC1)c1ccc(Cl)cc1
  -10, 27*, 6%, 4%, 16*, 1%, -23%

Remaining list, next part.
Every second line gives: HCMV antiviral, Shiga toxin inh, AMA1 RON2 block, FBPA Giardia inh, Cycloheximide cs, AmpC inh detg, AmpC inh no detg
> CCOC(=O)C1C(=O)NC(N2CCCCC2)=NC1c1ccccc1 (stereo not drawn)
  3, -2, 12%, 0%, -2, -12%, -9%
> O=C(OCc1nc2ccccc2[n+]([O-])c1C(=O)c1ccccc1)c1ccco1
  53, 12, 9%, -4%, 11, -3%, 8%
> CN(C)C(=O)CCc1ccc2c3c([nH]c2c1)[C@]1(CCc2ccccc2)[C@@H](C(=O)N2CCCCC2)C[C@H](CC(=O)NC(C)(C)C)C(=O)N1CC3
  -8, x, -1%, x, x, x, 145%[activator]
> C(=N\Nc1nc(-c2ccccc2)cs1)/c1cccnc1
  49, 61*, 36%[activator], -1%, 46*, 2%, -5%
> CN(Cc1ccc(F)cc1)C(=O)c1ccc2c(c1)NC(=O)CS2
  -27, -8, -6%, 5%, 9, 0%, -5%
> CC(C)[C@H](NS(=O)(=O)c1ccccc1)C(=O)OCC(=O)NC(=O)NC1CCCCC1
  -17, x, -9%, x, x, x, -15%
> O=C(CSc1ccccn1)N1CCOCC1
  -16, -4, 12%, 1%, -3, -2%, -30%
